Compound activity deposited in PubChem by NMMLSC.
Myeloid diff 2: compounds promoting myeloid differentiation | ER-HoxA9 myeloid progenitors, lysozyme-GFP differentiation, flow cytometry | calls only at 10 µM | hit rate 1% among 360,000 | AID 624256;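 active = normalized GFP-positive differentiation at or above the plate's own cutoff, the solvent-only control mean plus 3 SD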;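 also: cells exposed to compound for four days before flow analysis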
Myeloid diff 2 GFP+ MAC1+ %: also measured in Myeloid diff 2; calls as there; GFP+ MAC1+ double positive, %; measured here: differentiation confirmed by MAC1 staining
Active calls of the source: *; i = inactive; + = active, no number. A portion of the library, so the mix of outcomes need not match the whole.

SMILES	Myeloid diff 2	Myeloid diff 2 GFP+ MAC1+ %
CCN(CC)S(=O)(=O)c1cc(NC(=O)C2CCN(c3ncnc4sc(C)c(C)c34)CC2)ccc1Cl	+	4.2*
CC12CCC(=O)N1C(C(=O)NNC(=O)c1ccc(Br)cc1)CS2 (stereo not given)	i	1.2
COC(=O)[C@@]12C[C@@H](CC(=O)NCCC(C)C)C(=O)N(Cc3ccco3)C1=CCC(C)(C)C2	i	2.4
Cn1nnnc1Sc1ncnc2scc(-c3ccccc3Cl)c12	i	3.0
COc1ccc(S(=O)(=O)N2CCCCCC2)cc1NC(=O)Cc1n[nH]c(=O)c2ccccc12	i	0.6
CC1(c2ccc3ccccc3c2)NC(=O)N(CC(=O)N2CCN(Cc3ccccc3)CC2)C1=O (stereo not given)	i	0.5
COc1cc(NC(=O)Nc2nnc([C@H]3C[C@H](O)[C@@H](CO)O3)s2)cc(OC)c1	i	0.6
O=S1(=O)CC(N2CCCC2)CN1Cc1ccccc1 (stereo not given)	i	1.0
CCOC(=O)c1c(C)[nH]c(C(=O)N2CCc3cc(OC)c(OC)cc3C2)c1C	i	1.1
COc1ccccc1NCCC(=O)OCC(=O)Nc1ccccc1Cl	i	1.0
COc1ccc(CC(=O)OCC(=O)NC2CCCC(C)C2C)cc1OC (stereo not given)	i	2.1
CCCCCCSc1cc(-c2nc3cc(C)ccn3c2NC2CCCCC2)ccc1OC	i	1.8
CC(CCc1ccccc1)NC(=O)CN1CCOc2ccccc21 (stereo not given)	i	1.5
COCCNc1nc(Oc2ccccc2)c2sccc2n1	i	0.5
Cc1ccc([C@H]2C(C(=O)O)=CC[C@@H](c3cccs3)N2S(=O)(=O)c2ccc(C)cc2)cc1	i	0.5
C#CCOCCOCCOCCNc1nc(N2CCN(C(=O)C([C@@H](C)O)n3cc([C@@H](N)CCCCN)nn3)CC2)nc(N2CCN(C(=O)[C@H](CO)n3cc([C@@H](N)C(C)C)nn3)CC2)n1 (stereo not given in full)	i	0.5
CCN1C(=O)[C@H]2[C@@H](c3ccc(-c4ccc(OC)cc4)c(OC)c3)N[C@@](C)(C(=O)OC)[C@H]2C1=O	i	0.8
CCN(CC)S(=O)(=O)c1ccc2c(c1)nc(SCC(=O)N(C)C1CCS(=O)(=O)C1)n2CC (stereo not given)	i	0.9
COc1ccc(CCNC(=O)CNC(=O)c2ccc(Br)o2)cc1OC	i	1.2
COc1cccc(C(=O)C[n+]2cccc3cc(OC)ccc32)c1	i	1.9
O=C(Cc1ccc(S(=O)(=O)N2CCCCC2)cc1)NCc1ccc(Cl)cc1	i	1.3
O=C(Cc1cccs1)NCCS(=O)(=O)N1CCN(c2ccccc2)CC1	i	1.9
CC(OC(=O)C1CCN(c2ccc(C(F)(F)F)cn2)CC1)C(=O)c1ccccc1 (stereo not given)	i	0.6
COc1ccc(CC(=O)NNC(=O)COc2ccc(F)cc2)cc1S(=O)(=O)N1CCOCC1	i	1.1
COC(=O)[C@H](NC(=O)c1cc(-c2ccccc2)sc1N)C(C)C	i	0.6

A different layout for some results above:
Molecule | Myeloid diff 2 | Myeloid diff 2 GFP+ MAC1+ %
CC(CCc1ccccc1)NC(=O)CN1CCOc2ccccc21 (stereo not given) | i | 1.5
COCCNc1nc(Oc2ccccc2)c2sccc2n1 | i | 0.5
Cc1ccc([C@H]2C(C(=O)O)=CC[C@@H](c3cccs3)N2S(=O)(=O)c2ccc(C)cc2)cc1 | i | 0.5
C#CCOCCOCCOCCNc1nc(N2CCN(C(=O)C([C@@H](C)O)n3cc([C@@H](N)CCCCN)nn3)CC2)nc(N2CCN(C(=O)[C@H](CO)n3cc([C@@H](N)C(C)C)nn3)CC2)n1 (stereo not given in full) | i | 0.5
CCN1C(=O)[C@H]2[C@@H](c3ccc(-c4ccc(OC)cc4)c(OC)c3)N[C@@](C)(C(=O)OC)[C@H]2C1=O | i | 0.8

Other records follow.
SMILES	Myeloid diff 2	Myeloid diff 2 GFP+ MAC1+ %
CSCCC(NC(=O)c1ccccc1)C(=O)NNC(=O)c1ccccc1 (stereo not given)	i	0.1
Cc1ccc(-n2c(-c3ccncc3)nnc2-c2cccs2)cc1	i	0.4
CCCNC(=O)C1(C)CCN(C(=O)c2cccnc2Oc2ccccc2)C1 (stereo not given)	i	0.6
CCOC(=O)Cn1c(=O)c2c(nc3n2CCCCN3c2ccc(OCC)cc2)n(C)c1=O	i	0.5
CC(C)Cn1c(N)c(C(=O)CSc2ncccn2)c(=O)n(C)c1=O	i	0.6
CCn1cc(C(=O)N2CCCC(C(=O)c3cccc(C(F)(F)F)c3)C2)cn1 (stereo not given)	i	0.8
O=C1CC[C@@H]2C[C@@]3(C[C@@H]4CCN1[C@H]24)Nc1cc([N+](=O)[O-])ccc1NC3=NCc1ccccc1	i	1.4
Cc1ccc(Cc2c(-c3ccc(C)cc3)nc3c(C)cc(Br)cn23)cc1	i	0.6
CC(=O)Nc1ccc(OCc2cn(CC(=O)c3ccc(O)cc3)nn2)cc1	i	1.2
O=C(COC(=O)COc1cccc(F)c1)NCC1CCCCC1	i	1.8
COc1cccc(CNC(=O)C2CSC3(C)CCC(=O)N23)c1 (stereo not given)	i	1.0
C[C@H](CO)N1C[C@H](C)[C@H](CN(C)C(=O)c2ccccc2)OCc2ccccc2-c2c(n(C)c3ccccc23)C1=O	i	1.7
COc1ccc2c(c1)CCC1(C)CC(=O)C=C21 (stereo not given)	i	0.3
COc1ccc(-c2nc3ccc(Cl)cn3c2Cc2cccc(Cl)c2)cc1OC	i	0.5
COc1ccc(C(N)c2csc(Nc3ncccn3)n2)cc1 (stereo not given)	i	0.8
O=C(COc1ccc(S(=O)(=O)N2CCOCC2)cc1)NCCc1ccccc1	i	0.7
COc1ccc(CNS(=O)(=O)CCNC(=O)c2ccc3c(c2)OCO3)cc1	i	1.6
CC(=O)Nc1ccc(NC(=O)C(C)OC(=O)CNS(=O)(=O)/C=C/c2ccc(C)cc2)cc1 (stereo not given)	i	0.9
O=C(COC(=O)c1ccc2ccccc2n1)Nc1ccccc1F	i	0.9
Cc1cc2c(Nc3ccccc3O)ncnc2s1	i	1.1
O=C(CCc1nc2ccccc2c(=O)[nH]1)Nc1ccccc1N1CCCCC1	i	1.0
CC(C)Cc1cc(C(=O)O)c2ccccc2n1	i	0.4
CCOC(=O)[C@H]1[C@H]2COc3ccc(OC)cc3[C@@H]2N2C(=O)c3ccc(F)cc3NC(=O)[C@@]12C	i	1.2
COc1cc(OC)cc(-c2c(-c3ccc(F)cc3)c3cc(-c4cccc5[nH]ccc45)ccc3n2C)c1	i	1.4
Cc1cccc(NC(=O)COC(=O)CN2C(=O)c3ccccc3C2=O)c1C	i	1.2

Whole records from above. Screens in order: Myeloid diff 2 | Myeloid diff 2 GFP+ MAC1+ %
CC(=O)Nc1ccc(OCc2cn(CC(=O)c3ccc(O)cc3)nn2)cc1 in the list: i | 1.2
CSCCC(NC(=O)c1ccccc1)C(=O)NNC(=O)c1ccccc1 (stereo not given) in the list: i | 0.1
O=C(COC(=O)c1ccc2ccccc2n1)Nc1ccccc1F in the list: i | 0.9
C[C@H](CO)N1C[C@H](C)[C@H](CN(C)C(=O)c2ccccc2)OCc2ccccc2-c2c(n(C)c3ccccc23)C1=O in the list: i | 1.7
O=C(CCc1nc2ccccc2c(=O)[nH]1)Nc1ccccc1N1CCCCC1 in the list: i | 1.0

Following part
SMILES	Myeloid diff 2	Myeloid diff 2 GFP+ MAC1+ %
CS(=O)(=O)c1cccc(C(=O)Nc2cccc(S(=O)(=O)N3CCCC3)c2)c1	i	0.9
O=C(Nc1cc(S(=O)(=O)N2CCCCC2)ccc1Cl)C1COc2ccccc2O1 (stereo not given)	i	0.1
Cc1nc2c(OCCOc3ccc(F)cc3)cccn2c1N(C)C(=O)CCC1CCCC1	i	1.3
CC(=O)c1cccc(-c2ccc3c(c2)C(C)(Cc2ccccc2F)C(=O)N3)c1 (stereo not given)	i	0.5
COc1cc(OC)cc(C2=Cc3ccccc3C(CC(C)=O)N2c2ccc(-c3cncnc3)cc2)c1 (stereo not given)	i	1.1
COc1ccc(N2CCN(C(=O)c3[nH]c(C(F)(F)F)nc3-c3ccccc3)CC2)cc1	i	2.2
O=C(Cc1ccsc1)NNC(=O)c1ccccc1Cl	i	1.4
COC(=O)c1oc2ccc(Br)cc2c1NC(=O)CN1CCN(C)CC1	i	1.6
Cc1ccnn1CCC(=O)N1CCCC(Nc2ccc(C(C)C)cc2)C1 (stereo not given)	i	1.1
COc1ccc(-c2sc3ccc(OC)cc3c2-c2ccc(OC)nc2)cc1	i	3.0
CCN(C[C@H]1N[C@@](CC)(C(=O)OC)[C@H]2C(=O)N(C)C(=O)[C@@H]12)S(=O)(=O)c1ccc(C)cc1	i	0.4
CCN(CC(=O)Nc1ccc(S(=O)(=O)N2CCOCC2)cc1)Cc1ccccc1	i	0.7
CCN1C(=O)[C@H]2[C@@H](c3ccc(-c4ccc(OC)cc4)cc3)N[C@@](CC(C)C)(C(=O)OC)[C@H]2C1=O	i	0.5
O=C(NCc1ccc(Cl)c(Cl)c1)c1cc(C2CCCCN2C(=O)OCCF)on1 (stereo not given)	i	0.3
CCN(c1ccccc1)S(=O)(=O)c1cccc(C(=O)NCC(c2cccs2)N2CCOCC2)c1 (stereo not given)	i	1.0
CC(OC(=O)Cc1n[nH]c(=O)c2ccccc12)C(=O)Nc1cc(Cl)cc(Cl)c1 (stereo not given)	i	0.4
CN(C(=O)COC(=O)C1CCN(S(=O)(=O)c2ccc3c(c2)OCCO3)CC1)c1ccccc1	i	0.1
CC(=O)N1CCN(C(=O)c2[nH]c(C(F)(F)F)nc2-c2ccccc2)CC1	i	1.5
CCOC(=O)c1c(NC(=O)C2Cc3ccccc3C(=O)O2)sc2c1CCCC2 (stereo not given)	i	0.6
Cc1nn(C)c(C)c1NS(=O)(=O)c1c(C)n[nH]c1C	i	0.1
OC(c1cc(F)cc(Cl)c1)c1ncc(-c2ccccc2C(F)(F)F)[nH]1 (stereo not given)	i	0.9
O=C1OCCN1C(=O)[C@H]1[C@H](c2ccccc2)C(c2ccccc2)=NN1c1ccccc1	i	0.7
Cc1cc(C(=O)COC(=O)c2ccc(NC(=O)CC#N)cc2)c(C)n1CC(F)(F)F	i	1.1
Cc1cc(Br)cn2c(Cc3ccccc3)c(-c3ccc(C#N)cc3)nc12	i	0.5
CC(=O)C[C@@H](O)CC(=O)[C@H]1OC(=O)CCCCCCc2ccccc21	i	3.0
(listing goes on)
SMILES	Myeloid diff 2	Myeloid diff 2 GFP+ MAC1+ %
CC(C)(C)NC(=O)NC(=O)CN1CCN(S(=O)(=O)c2ccc3c(c2)CCCC3)CC1	i	0.6
N#CCC(=O)Nc1ccc(C(=O)OCC(=O)C23CC4CC(CC(C4)C2)C3)cc1	+	0.9*
CS(=O)CC(O)(c1ccc(F)cc1)C1CC1 (stereo not given)	i	0.7
CC1CC(C)CN(C(=O)C(C)N2CCN(S(=O)(=O)c3ccccc3F)CC2)C1 (stereo not given)	i	0.5
CCCCCCCCN1C(=O)[C@H](CC(=O)NCc2cccc(C(F)(F)F)c2)C[C@@]2(C(=O)OCC)CCCC=C12	i	0.5
CN(Cc1ccccc1Cl)C(=O)C1CC(=O)N(c2ccc3c(c2)OCCO3)C1 (stereo not given)	i	0.7
COc1ccc(CCNS(=O)(=O)c2ccc3c(c2)CC(C)N3C(=O)C2CC2)cc1OC (stereo not given)	i	0.9
FC(F)(F)Oc1ccccc1C(c1nnnn1-c1ccc2c(c1)OCCO2)N1CCN(C/C=C/c2ccccc2)CC1 (stereo not given)	i	1.5
Cn1c(=O)c2cc(NC(=O)OCCF)ccc2n1Cc1cccc(C(F)(F)F)c1	i	0.8
Cc1ccc(CN(C)C(=O)c2cccc(S(=O)(=O)N3CCc4ccccc43)c2)cc1	i	0.6
Nc1cccc(-c2cccc3nncn23)c1	i	0.4
CCOc1ccccc1NC(=O)CCNC(=O)C1CCN(S(=O)(=O)c2ccccc2)CC1	i	0.7
CCC1(c2ccccc2)NC(=O)N(CC(=O)NNC(=O)c2ccoc2C)C1=O (stereo not given)	i	0.8
COC(=O)c1ccc2nc(-c3ccc(OC)c(OC)c3)c(Cc3cccc(F)c3)n2c1	i	1.5
CC(=O)NCCNc1nc2cc(-c3cccc(Cl)c3)sc2c(=O)n1C	i	1.0
Cc1ccc(C(=O)COC(=O)c2cccc(O)c2)s1	i	0.6
O=C(NC(c1ccc(Cl)cc1)c1ccsc1)C1CCN(Cc2cccc(C(F)(F)F)c2)CC1 (stereo not given)	i	1.3
O=C(CSc1nnc(C2CC2)n1C1CC1)N1CCN(c2ccc(O)cc2)CC1	i	0.9
Cc1occc1C(=O)Nc1cc(S(=O)(=O)N2CCOCC2)ccc1OC(C)C	i	1.2
COC(=O)C[C@H]1C=C[C@H](NC(=O)c2cccc(F)c2)[C@@H](CO)O1	i	1.4
c1ccc(CN2CCN(C3CCCSc4ccccc43)CC2)cc1 (stereo not given)	i	0.3
CCOC(=O)[C@]12CCC=C1N(Cc1ccc(Cl)cc1Cl)C(=O)[C@H](CC(=O)N1CCCCC1)C2	i	1.1
O=c1c(-c2cc3ccccc3[nH]2)nc2ccccc2n1C(CCc1ccccc1)c1nc2ccccc2[nH]1 (stereo not given)	i	2.9
O=C(O)C(CCc1ccccn1)c1ccccc1 (stereo not given)	i	1.2
CN(CC(=O)Nc1ccc(F)cc1)C(=O)COC(=O)c1ccc(=O)n(Cc2ccccc2)n1	i	0.5
COc1ccc(C(C)(NC(C)=O)c2nc(-c3ccc(F)cc3OC)cs2)cc1 (stereo not given)	i	2.0
CCOC(=O)c1ccc(S(=O)(=O)NNc2ccc(C(F)(F)F)cn2)cc1	i	1.7
COc1cccc(C(=O)N(Cc2ccco2)c2c(N)n(Cc3ccccc3)c(=O)[nH]c2=O)c1	i	0.5
CCOC1=C2CN(S(=O)(=O)c3ccc(C)cc3)[C@@H](c3ccc(CC)cc3)C[C@H]2[C@H]2C(=O)N(c3ccccc3)C(=O)[C@H]2C1	i	0.4
Cc1ccc(CNC(=O)C2CC3Cn4c(nc5ccccc54)C3N2C)o1 (stereo not given)	i	2.0

Part of the list above in order of molar mass, rising:
SMILES	Myeloid diff 2	Myeloid diff 2 GFP+ MAC1+ %
CC(=O)C[C@@H](O)CC(=O)[C@H]1OC(=O)CCCCCCc2ccccc21	i	3.0
CSCCC(NC(=O)c1ccccc1)C(=O)NNC(=O)c1ccccc1 (stereo not given)	i	0.1
COc1ccc(CNS(=O)(=O)CCNC(=O)c2ccc3c(c2)OCO3)cc1	i	1.6
